Source: PubChem
M1 PAM – potentiates human M1 receptor response to acetylcholine | activation, % at 3 µM | AID 588819 | hit rate 0.088% among 360,000 | CHO-K1 hM1, Fluo-8 calcium fluorescence, ACh EC20; 0% = ACh EC20, 100% = maximal ACh; in the data active = activation above about 19%, passing the limit was not always enough
M4 PAM – positive allosteric modulators of human muscarinic M4 receptor; P08173; CHO-K1 hM4/Gqi5, Fluo-8 calcium fluorescence, ACh EC20; 0% = ACh EC20, 100% = maximal ACh; activation, % at 3 µM; hit rate 0.4% among 360,000; AID 624126;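 active = activation above its plate's cutoff, the mean activation of sample wells plus 3 SD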; note: some results filed as inactive read as strong as hits
Target sequence (P08173 whole entry, looked up): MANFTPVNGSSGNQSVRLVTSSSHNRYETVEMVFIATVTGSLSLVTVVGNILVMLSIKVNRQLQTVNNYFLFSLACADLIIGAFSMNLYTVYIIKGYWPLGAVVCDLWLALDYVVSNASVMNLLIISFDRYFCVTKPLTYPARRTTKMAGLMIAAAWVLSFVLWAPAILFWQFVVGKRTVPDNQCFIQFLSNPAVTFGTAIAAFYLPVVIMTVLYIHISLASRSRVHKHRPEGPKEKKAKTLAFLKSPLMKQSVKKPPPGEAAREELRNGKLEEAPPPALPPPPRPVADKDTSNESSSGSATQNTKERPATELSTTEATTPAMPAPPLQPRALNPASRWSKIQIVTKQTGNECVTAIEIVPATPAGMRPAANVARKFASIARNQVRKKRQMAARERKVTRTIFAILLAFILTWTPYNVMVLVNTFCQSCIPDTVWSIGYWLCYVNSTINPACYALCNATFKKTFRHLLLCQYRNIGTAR
M5 antag – blocks acetylcholine activation of human M5 receptor; P08912; CHO-hM5 cells, Fluo-8 calcium fluorescence, ACh EC80; inhibition, % at 3 µM; hit rate 0.59% among 360,000;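 active = inhibition above a per-plate cutoff, the mean of that plate's test compounds plus 3 SD, cut at about 27% in these data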;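 note: 0% = acetylcholine EC80 with DMSO and 100% = DMSO without agonist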
Target sequence (P08912 whole entry, looked up): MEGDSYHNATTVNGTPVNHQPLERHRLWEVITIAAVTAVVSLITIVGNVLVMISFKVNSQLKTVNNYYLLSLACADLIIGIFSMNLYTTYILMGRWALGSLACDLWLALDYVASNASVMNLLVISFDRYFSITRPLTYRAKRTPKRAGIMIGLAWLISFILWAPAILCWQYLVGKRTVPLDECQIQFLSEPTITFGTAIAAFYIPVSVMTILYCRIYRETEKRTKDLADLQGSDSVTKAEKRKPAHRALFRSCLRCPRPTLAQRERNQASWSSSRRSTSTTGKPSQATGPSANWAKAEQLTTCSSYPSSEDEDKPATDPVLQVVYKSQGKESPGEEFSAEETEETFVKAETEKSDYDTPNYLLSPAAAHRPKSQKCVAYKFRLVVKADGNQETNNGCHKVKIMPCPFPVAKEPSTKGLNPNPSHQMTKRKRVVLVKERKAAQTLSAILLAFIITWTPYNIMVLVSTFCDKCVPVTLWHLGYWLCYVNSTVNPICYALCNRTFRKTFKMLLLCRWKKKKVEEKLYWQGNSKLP
M5 PAM – CHRM5 positive allosteric modulation | P08912 | CHO-K1 hM5, Fluo-8 calcium, ACh EC20 PAM; 0% = ACh EC20, 100% = ACh EC100 | activation, % at 3 µM | hit rate 0.3% among 360,000 | AID 624038;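 active = activation above the run cutoff, the mean activation of all test compounds plus 3 SD, cut at about 18% in these data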
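system = human M5 receptor in CHO-K1 cells | reagent = EC20 acetylcholine as agonist stimulus | compound dosing = single-point, 3 µM nominal | incubation = Fluo-8 loading 80 min at 37 °C plus 30 min room temperature | detection = Fluo-8 calcium dye fluorescence, kinetic read | benchmarks = low control EC20 acetylcholine (0%), high control EC100 acetylcholine (100%)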
CRFBP-R2 agonist – CRF-BP/CRF-R2 complex agonism. HEK293 CRF-R2/CRF-BP, calcium dye fluorescence (FLIPR); percent of saturating CRF peptide response. activation, % at 13.2 µM. hit rate 0.46% among 350,000. AID 588473;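 active = activation of at least 50%, plus an integration ratio under a set limit after plate pattern correction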;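 note: plate controls were neutral control wells without compound for no effect and CRF at EC100 for full effect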
CHRM4 antagonist – blocks acetylcholine activation of human M4 receptor. P08173. CHO-hM4 cells, ACh EC80, Fluo-8 calcium fluorescence. inhibition, % at 3 µM. hit rate 0.73% among 360,000. AID 624125;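 active = inhibition above its plate's cutoff, the mean inhibition of sample wells plus 3 SD, cut at about 27% in these data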;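 note: 0% = acetylcholine EC80 with DMSO and 100% = DMSO without agonist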
M4 ag – agonists of human muscarinic M4 receptor (CHRM4); CHO-K1 hM4/Gqi5, Fluo-8 calcium fluorescence; vehicle 0%, full acetylcholine response 100%; activation, % at 3 µM; P08173; AID 624127; hit rate 0.14% among 360,000;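 active = activation above the run mean over all test wells plus 3 SD, cut at about 32% in these data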;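 note: peak over basal fluorescence ratio per well then scaled between controls; 0% = DMSO wells and 100% = acetylcholine at EC100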
M1 antag – human CHRM1 antagonism; P11229; CHO-K1 hM1, Fluo-8 calcium fluorescence, ACh EC80 antagonist; inhibition, % at 3 µM; hit rate 1.3% among 360,000;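 active = percent inhibition above its own plate's cutoff, namely the mean of that plate's compound wells plus 3 SD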;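 note: peak over basal fluorescence ratio during 140 s after agonist addition; 0% = ACh EC80 plus DMSO and 100% = DMSO alone without agonist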
M5 ag – CHRM5 agonism in calcium assay. activation, % at 3 µM. P08912. CHO-K1 hM5 cells, Fluo-8 calcium fluorescence; 0% DMSO wells, 100% maximal acetylcholine response. hit rate 0.19% among 360,000;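 active = activation above the run's mean over test compounds plus 3 SD, cut at about 23% in these data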;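 note: signal is peak over basal fluorescence ratio across the kinetic read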
The depositor's hits bear a star; x = not tested or not shown.

nr	molecule	M1 PAM	M4 PAM	M5 antag	M5 PAM	CRFBP-R2 agonist	CHRM4 antagonist	M4 ag	M1 antag	M5 ag
1	CC(=O)C1=C(C)OC(N)=C(C#N)C1c1ccco1 (centres undefined)	6.5	-3.4	9.1	-9.7	-0.3	0.3	-0.3	-28.2	0.1
2	O=C(CC1CCCC1)OCn1nnc2ccccc2c1=O	6.3	2.1	0.4	-7.0	-0.1	-2.9	0.3	-8.3	-0.7
3	COc1ccc(/C=C/C(=O)Nc2cc(C(F)(F)F)ccc2Cl)cc1OC	1.1	12.4	1.4	0.7	-1.3	0.6	4.8	1.5	-0.8
4	CC[C@]12c3[nH]c4cc(CCC(=O)N(C)C)ccc4c3CCN1C(=O)[C@@H](CC(=O)NC(C)(C)C)C[C@@H]2C(=O)N1CCN(C(=O)C2CC2)CC1	5.9	4.2	-12.3	8.3	-0.7	-7.5	0.3	-9.5	0.5
5	COc1ccc(-n2ccn(CC(=O)Nc3ccccc3OC)c(=O)c2=O)cc1	1.8	-3.7	14.2	-0.4	12.2	9.2	-0.6	4.9	-5.6
6	CCSc1ccc([C@@H]2[C@H]3C(=O)N(CC)C(=O)[C@H]3[C@]3(C(=O)OC)CCCCN23)cc1	-0.8	-8.1	13.9	-2.0	4.8	-6.5	5.0	-8.6	-2.0
7	CCOC(=O)C1CCN(CC(=O)c2ccc(O)c(C)c2O)CC1	21.5	0.9	-15.2	8.3	1.9	-0.7	1.3	-9.9	3.3
8	Cc1[nH]n(S(=O)(=O)c2ccccc2)c(=O)c1N=Nc1cccc(Cl)c1	10.5	-7.2	-4.5	-0.9	-3.7	-0.2	-0.3	-16.8	3.9
9	Cc1ccc2[nH]c(=O)cc(C(=O)OC(C)C)c2c1	8.5	4.1	-6.1	2.9	-1.7	-2.3	2.2	-5.8	-0.1
10	O=C(c1cc(COc2c(F)cccc2F)on1)N1CCSCC1	6.6	-5.6	-3.9	5.5	-2.7	8.3	0.3	-14.8	-1.0
11	COc1ccc(CC(=O)OCC(=O)NC(=O)Nc2ccccc2F)cc1	-2.5	2.2	5.5	0.3	1.5	-1.4	0.9	1.2	3.3
12	COc1cc(C(O)c2nc(-c3cccs3)cs2)ccc1F (centres undefined)	2.6	-4.2	-0.6	-6.2	x	0.8	4.4	-12.6	3.4
13	CC[C@]1(C(=O)OC)[C@H]2C(=O)N(Cc3ccccc3)C(=O)[C@H]2[C@H]2CN=C(SCc3ccc(C(=O)OC)cc3)N21	-6.9	-7.0	-1.7	-5.1	2.6	-8.0	9.1	0.5	-0.8
14	OC(COc1cccc2ccccc12)CN1CCN(c2ccccc2Cl)CC1 (centres undefined)	-0.2	-10.7	11.9	-4.8	4.9	8.5	3.0	2.8	-4.7
15	CC(C)(C)OC(=O)NNc1c2ccccc2nc2ccccc12	6.3	-1.5	-1.6	-3.7	-4.0	-2.4	4.7	-5.5	2.5
16	Brc1ccc2c(c1)OCCOCCOc1cc(Br)ccc1OCCOCCOCCO2	-20.6	-8.4	6.4	-7.1	5.2	15.2	17.8	38.8*	4.0
17	Cn1c(=O)c2c(nc(N3CCN(Cc4ccccc4)CC3)n2CCCc2ccccc2)n(C)c1=O	-10.8	-12.7	17.0	-15.5	0.1	4.9	4.9	22.4	-4.7
18	CC1CCc2[nH]c3ccc(C(=O)N4CCCC(C(F)(F)F)C4)cc3c2C1 (centres undefined)	6.3	2.2	2.4	-3.7	-0.3	-3.0	1.6	-7.8	-1.8
19	COc1ccc(C(CNC(=O)c2ccc(-c3cccc(C(F)(F)F)c3)o2)N2CCOCC2)cc1 (centres undefined)	0.8	-3.3	4.3	-1.7	28.8	-4.5	4.0	2.1	7.6
20	CCOC(=O)N(Cc1ccccc1)C(C(=O)O)C(C(=O)O)N(Cc1ccccc1)C(=O)OCC (centres undefined)	8.9	0.5	4.1	3.1	-0.4	4.7	0.1	-24.5	-1.7
21	CC(C)[C@H]1C(=O)Nc2ccccc2N1C(=O)N[C@@H](Cc1ccccc1)C(=O)N[C@H](Cc1ccccc1)C(=O)O	7.2	-0.6	3.5	0.2	-1.8	0.1	1.3	-8.2	3.6
22	Cc1cc(C)cc(OCc2nnc(SCC(=O)N3CCN(c4ccccc4)CC3)o2)c1	-4.3	11.8	-11.6	-3.0	0.4	-7.6	1.4	3.7	-1.9
23	CCCc1cc(=O)[nH]c(SCC(=O)N(Cc2ccccc2)C(C)C)n1	10.2	0.8	6.6	-8.3	-1.9	3.1	-0.4	-8.9	-5.8
24	CCn1c(CNC(=O)c2ccco2)nnc1SCC(=O)Nc1ccc(Br)cc1F	6.0	-2.4	-3.2	4.9	-0.9	9.3	-0.3	-2.6	-0.2
25	COc1ccc(/C=N/NC(=O)c2ccc(NC(C)=O)cc2)cc1COc1ccc(F)cc1F	12.9	6.2	10.0	-3.1	1.5	-5.5	1.6	-15.3	-3.1
26	CCN1C(=O)CC(N2CCC(C(=O)N3CCCCCC3)CC2)C1=O (centres undefined)	13.9	-6.7	-5.5	2.4	1.3	-10.6	-0.1	-17.7	2.2
27	O=C(NC(=S)Nc1ccc(CN2CCOCC2)cc1)c1ccccc1[N+](=O)[O-]	3.6	1.6	-0.1	-2.7	0.0	-5.0	2.5	2.6	-1.5
28	O=C(/C=C/c1ccccc1[N+](=O)[O-])NC1CCCC1	9.6	-1.6	-8.0	0.9	-0.9	-6.0	0.8	-7.5	-1.3
29	COC(=O)c1cc(CNC(=O)C(C)NS(=O)(=O)c2ccc(C)c(C)c2)ccc1OC (centres undefined)	2.4	-4.5	-1.7	1.2	-0.4	-6.5	0.6	-0.2	-3.9
30	CCC1CCCCN1C(=S)Nc1ccc(S(=O)(=O)Nc2ncccn2)cc1 (centres undefined)	10.1	5.5	3.2	5.6	2.8	-3.9	0.9	-3.8	-4.0
31	CN1CCN(c2nc(-c3ccc(Cl)s3)cs2)CC1	7.7	8.7	-25.9	1.5	5.5	-9.9	0.5	-7.3	-4.7
32	Cc1cccc(NC(=O)CSc2ccc(-c3ccc4c(c3)OCO4)nn2)c1C	11.8	-2.8	3.3	-2.6	-1.2	5.4	1.0	-12.2	-2.4
33	COc1ccc(NC(=O)c2sc(=O)n(Cc3ccc(F)c(Cl)c3)c2C)cc1OC	8.4	3.2	2.3	-4.2	x	0.6	6.4	-15.8	4.4
34	O=C(Cn1c(=O)oc2ccccc21)Nc1cccc(Cl)c1	11.1	-7.7	-1.6	-12.9	-0.4	5.5	10.6	-12.8	5.9
35	O=C(NCc1ccccn1)C1Nc2ccc(C(F)(F)F)cc2C2C=CCC12 (centres undefined)	7.9	4.5	10.3	8.6	-1.1	-8.8	3.8	2.7	-0.6
36	COc1ccc(-c2cc(C(F)F)n3ncc(C(=O)N4CCN5CCCC5C4)c3n2)cc1 (centres undefined)	-0.2	-6.0	5.3	-1.9	-0.3	11.3	-1.0	-6.9	-5.6
37	CCc1ccc(N(CC(=O)Nc2ccccc2C(=O)N2CCCC2)S(C)(=O)=O)cc1	3.5	13.5	2.7	-1.2	0.3	-6.0	4.6	-10.9	-0.5
38	Cn1cc([N+](=O)[O-])c(C(=O)n2cccn2)n1	3.3	7.8	12.5	-5.7	0.0	1.0	0.3	-12.5	-1.4
39	Cc1nn(Cc2cccc(C(=O)O)c2)c(C)c1[N+](=O)[O-]	6.1	-2.5	8.1	10.9	-0.3	4.9	-0.3	-5.0	-2.5
40	O=C1CCC/C(=N/NC(=O)c2ccc(CN3c4cccc5cccc(c45)S3(=O)=O)cc2)C1	5.0	-5.9	-4.0	1.1	1.9	11.9	0.1	-7.2	-2.3
41	N#C/C(=C\c1cccs1)C(=O)Nc1ccccn1	12.2	5.2	9.6	-0.3	2.8	5.6	0.4	-7.1	-0.7
42	Cc1ccc(S(=O)(=O)NCCC(=O)NCCOc2ccccc2)cc1	7.8	4.9	4.2	0.3	0.8	6.0	1.5	-14.4	1.0
43	COc1cccc(OC)c1C(=O)N=c1sc2cc(S(C)(=O)=O)ccc2n1C	9.0	7.1	-10.1	1.7	0.3	-6.9	1.4	-2.9	-2.0
44	CCOc1ccccc1NC(=O)NS(=O)(=O)c1ccc(C)cc1	-6.7	0.3	13.9	-12.4	0.2	9.8	1.3	10.1	1.2

13 structures out of the list, ordered by length of the SMILES, high to low:
nr	molecule	M1 PAM	M4 PAM	M5 antag	M5 PAM	CRFBP-R2 agonist	CHRM4 antagonist	M4 ag	M1 antag	M5 ag
40	O=C1CCC/C(=N/NC(=O)c2ccc(CN3c4cccc5cccc(c45)S3(=O)=O)cc2)C1	5.0	-5.9	-4.0	1.1	1.9	11.9	0.1	-7.2	-2.3
29	COC(=O)c1cc(CNC(=O)C(C)NS(=O)(=O)c2ccc(C)c(C)c2)ccc1OC (centres undefined)	2.4	-4.5	-1.7	1.2	-0.4	-6.5	0.6	-0.2	-3.9
37	CCc1ccc(N(CC(=O)Nc2ccccc2C(=O)N2CCCC2)S(C)(=O)=O)cc1	3.5	13.5	2.7	-1.2	0.3	-6.0	4.6	-10.9	-0.5
27	O=C(NC(=S)Nc1ccc(CN2CCOCC2)cc1)c1ccccc1[N+](=O)[O-]	3.6	1.6	-0.1	-2.7	0.0	-5.0	2.5	2.6	-1.5
33	COc1ccc(NC(=O)c2sc(=O)n(Cc3ccc(F)c(Cl)c3)c2C)cc1OC	8.4	3.2	2.3	-4.2	x	0.6	6.4	-15.8	4.4
43	COc1cccc(OC)c1C(=O)N=c1sc2cc(S(C)(=O)=O)ccc2n1C	9.0	7.1	-10.1	1.7	0.3	-6.9	1.4	-2.9	-2.0
35	O=C(NCc1ccccn1)C1Nc2ccc(C(F)(F)F)cc2C2C=CCC12 (centres undefined)	7.9	4.5	10.3	8.6	-1.1	-8.8	3.8	2.7	-0.6
39	Cc1nn(Cc2cccc(C(=O)O)c2)c(C)c1[N+](=O)[O-]	6.1	-2.5	8.1	10.9	-0.3	4.9	-0.3	-5.0	-2.5
42	Cc1ccc(S(=O)(=O)NCCC(=O)NCCOc2ccccc2)cc1	7.8	4.9	4.2	0.3	0.8	6.0	1.5	-14.4	1.0
28	O=C(/C=C/c1ccccc1[N+](=O)[O-])NC1CCCC1	9.6	-1.6	-8.0	0.9	-0.9	-6.0	0.8	-7.5	-1.3
38	Cn1cc([N+](=O)[O-])c(C(=O)n2cccn2)n1	3.3	7.8	12.5	-5.7	0.0	1.0	0.3	-12.5	-1.4
31	CN1CCN(c2nc(-c3ccc(Cl)s3)cs2)CC1	7.7	8.7	-25.9	1.5	5.5	-9.9	0.5	-7.3	-4.7
41	N#C/C(=C\c1cccs1)C(=O)Nc1ccccn1	12.2	5.2	9.6	-0.3	2.8	5.6	0.4	-7.1	-0.7

Some of the entries above in a different format:
(3) COc1ccc(/C=C/C(=O)Nc2cc(C(F)(F)F)ccc2Cl)cc1OC
  M1 PAM: 1.1	M4 PAM: 12.4	M5 antag: 1.4	M5 PAM: 0.7	CRFBP-R2 agonist: -1.3	CHRM4 antagonist: 0.6	M4 ag: 4.8	M1 antag: 1.5	M5 ag: -0.8
(4) CC[C@]12c3[nH]c4cc(CCC(=O)N(C)C)ccc4c3CCN1C(=O)[C@@H](CC(=O)NC(C)(C)C)C[C@@H]2C(=O)N1CCN(C(=O)C2CC2)CC1
  M1 PAM: 5.9	M4 PAM: 4.2	M5 antag: -12.3	M5 PAM: 8.3	CRFBP-R2 agonist: -0.7	CHRM4 antagonist: -7.5	M4 ag: 0.3	M1 antag: -9.5	M5 ag: 0.5
